# MrgX1 PAM = allosterically activates human MrgX1 receptor signaling; MrgX1-HEK293, Fluo-4 calcium flux, FDSS; stronger effect = higher value; B-score at 10 µM; 0.63% of 310,000 active; AID 588675;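 active means plate-corrected calcium response at least 3 library SD above typical, normal starting fluorescence, not activating the receptor alone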;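 further: compound read alongside a low EC10 to EC30 dose of BAM8-22 agonist; peak minus trough fluorescence over baseline measured at the second addition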
# Target sequence (Q96LB2 whole entry, looked up): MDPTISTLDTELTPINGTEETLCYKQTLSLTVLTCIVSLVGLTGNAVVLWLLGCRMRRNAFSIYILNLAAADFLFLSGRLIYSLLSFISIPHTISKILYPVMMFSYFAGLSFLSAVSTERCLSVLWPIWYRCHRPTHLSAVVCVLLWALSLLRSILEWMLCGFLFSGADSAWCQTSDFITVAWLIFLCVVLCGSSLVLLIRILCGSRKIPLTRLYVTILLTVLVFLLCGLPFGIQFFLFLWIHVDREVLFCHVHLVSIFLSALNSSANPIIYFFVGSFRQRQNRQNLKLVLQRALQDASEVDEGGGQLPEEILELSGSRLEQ
# hERG rescue = shields human hERG channel from block by proarrhythmic agents; Q12809; CHO-hERG, FluxOR thallium flux, dofetilide IC70 present; activation (rescue from dofetilide block), less the hit threshold, % at 10 µM; 0.51% of 310,000 active; AID 1511;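 active means activation above the mean of controls blocked by dofetilide plus 5 SD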;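 further: thallium influx through hERG after potassium depolarization seen as dye fluorescence rise; in these data hits start at about 4.7%; inactives centre near -7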
# TMEM16A inh = mouse TMEM16A channel inhibition, primary screen; Q8BHY3; HEK293 TMEM16A/YFP iodide influx fluorescence, ionomycin; normalized B-score (activity score, 25-100; higher = stronger inhibition) at 10 µM; 1.2% of 310,000 active; AID 588511;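 active means ratio plate-corrected score three or more library SD toward inhibition, starting fluorescence score within five deviations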;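 further: score derived from kinetic fluorescence span divided by baseline fluorescence per well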
# KCNQ1 block = blocks the human KCNQ1 potassium channel; P51787; CHO-K1 KCNQ1, FluxOR thallium flux fluorescence; stronger effect = higher value; B-score at 10 µM; AID 2642; 1.3% of 310,000 active;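 active means compounds whose thallium flux B-score, printed positive for inhibition, exceeds three library SD while starting fluorescence stays within three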;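 further: channel opened by potassium depolarization with thallium stimulus after 20 min compound exposure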
# KCNK3 inh = human KCNK3 channel inhibition, primary screen; 0.84% of 340,000 active; B-score at 10 µM; O14649; AID 602410; CHO-KCNK3 thallium flux, FluxOR fluorescence; stronger effect = lower value;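 active means B-score under library mean minus 4 SD, starting fluorescence ratio at most library mean plus 5 SD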;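 further: more negative B-score means stronger inhibition of thallium flux through KCNK3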
# Target sequence (O14649 whole entry, looked up): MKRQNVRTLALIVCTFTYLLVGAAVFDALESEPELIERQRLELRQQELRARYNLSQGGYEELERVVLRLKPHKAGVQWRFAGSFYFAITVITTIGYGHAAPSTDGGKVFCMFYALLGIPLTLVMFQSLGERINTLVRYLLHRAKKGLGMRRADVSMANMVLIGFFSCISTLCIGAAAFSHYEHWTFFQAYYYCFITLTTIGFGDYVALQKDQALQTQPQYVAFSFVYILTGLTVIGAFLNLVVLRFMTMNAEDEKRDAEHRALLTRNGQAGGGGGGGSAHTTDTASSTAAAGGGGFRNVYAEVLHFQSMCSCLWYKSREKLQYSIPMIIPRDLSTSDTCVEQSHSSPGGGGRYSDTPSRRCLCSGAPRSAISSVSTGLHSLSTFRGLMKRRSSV
# RGS4 pot = RGS4 potentiation or activation | HEK293 M3R/inducible RGS4, carbachol calcium flux Fluo4; stronger effect = lower value | B-score at 10 µM | 0.92% of 310,000 active | AID 463111;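 active means B-score of the integrated calcium signal more than 4 SD below the library mean, with starting fluorescence not abnormally high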;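 further: negative B-score means reduced calcium response which marks RGS4 activation or potentiation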
#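 Also added: carbachol at ECmax as muscarinic agonist stimulus; Assay system: HEK293 cells with stable M3R and inducible RGS4; Timing: overnight RGS4 induction, 30 min dye load 37 °C, 20 min compound RT; Measured by: Fluo4-AM (2 µM) calcium-flux fluorescence, kinetic read.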
# KCNK9 inh = blocks the human KCNK9 two-pore domain potassium channel; AID 488922; Q9NPC2; B-score at 10 µM; HEK293 KCNK9, FluxOR thallium flux fluorescence; stronger effect = lower value; 1.2% of 310,000 active;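 active means ratio B-score over 3 SD below the library mean, with starting fluorescence within 5 SD of its mean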;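 further: negative B-score means less thallium flux so channel inhibition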
# RGS4 block = inhibitors of human RGS4. P49798. HEK293 M3R/RGS4 inducible, Fluo-4 calcium flux; stronger effect = higher value; triggered by carbachol at its EC20. B-score at 10 µM. 0.45% of 310,000 active. AID 463165;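 active means B-score, a plate-corrected calcium signal, over three deviations above library mean, with baseline fluorescence within five deviations of library mean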;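 further: RGS4 expression induced by doxycycline in cells with stable M3 receptor; B-score is computed from the integrated fluorescence ratio over baseline after carbachol; higher B-score means a larger calcium signal and so more RGS4 inhibition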
# Target sequence (P49798 whole entry, looked up): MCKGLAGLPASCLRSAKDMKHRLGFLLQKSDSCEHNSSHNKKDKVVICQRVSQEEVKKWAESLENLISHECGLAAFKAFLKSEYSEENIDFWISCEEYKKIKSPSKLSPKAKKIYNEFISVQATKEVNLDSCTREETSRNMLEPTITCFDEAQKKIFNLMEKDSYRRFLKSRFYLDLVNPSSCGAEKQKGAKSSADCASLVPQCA
# TMEM16A act = mouse TMEM16A channel activation, primary screen; Q8BHY3; HEK293 TMEM16A/YFP-H148Q/I152L, iodide quench fluorescence; stronger effect = lower value; B-score at 10 µM; 0.3% of 340,000 active; AID 623877;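 active means fluorescence-ratio B-score plate-corrected deviation score at least 3 library SD below zero, with starting fluorescence score within 5 deviations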;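 further: channel opened by trigger with iodide after compound preincubation; score built on the fluorescence ratio of max minus min over baseline; more negative score means more quench and so TMEM16A activation or potentiation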
# KCNQ1 act = potentiates or activates the human KCNQ1 potassium channel. P51787. CHO-K1 KCNQ1, thallium flux FluxOR fluorescence; stronger effect = higher value. B-score at 10 µM. 0.35% of 310,000 active. AID 2648;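 active means fluorescence ratio B-score, a plate-corrected score, at least three library SD, with initial intensity B-score within 5 SD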
#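 Medium – assay buffer, equal DMSO in all wells · Material – CHO-K1 cell line with stable KCNQ1 potassium channel expression · Signal – kinetic FluxOR thallium fluorescence, 10-s 1-Hz baseline, 110-s post-stimulus read · Compound – single concentration per compound, DMSO matched to controls · Schedule – 37 °C overnight plating, 90-min dark dye load, 20-min compound pretreatment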
# MrgX1 ag = activates human MrgX1 receptor signaling | MrgX1-HEK293 cells, Fluo-4 calcium fluorescence, agonist mode; stronger effect = higher value | B-score at 10 µM | 0.44% of 310,000 active;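 active means calcium response B-score plate-corrected fluorescence ratio at least 3 library SD, with starting fluorescence B-score inside 5 SD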
#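 System: HEK293 cells stably expressing human MrgX1 receptor; Dosing: test compound in the initial addition of three; Schedule: overnight plating, then 30 min 37 °C plus 30 min room-temperature dye loading; Detection: kinetic calcium dye fluorescence, Fluo-4 NW; Controls: per-plate positive and negative controls for Z′ factor.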
# * marks the source's active call; other numbers are inactive results; i = inactive; · = no result given.
SMILES | MrgX1 PAM | hERG rescue | TMEM16A inh | KCNQ1 block | KCNK3 inh | RGS4 pot | KCNK9 inh | RGS4 block | TMEM16A act | KCNQ1 act | MrgX1 ag
CCn1c(SCC(=O)Nc2cc(C)nn2-c2ccccc2)nnc1-c1cccs1 | i | -7 | i | i | i | i | i | i | i | i | i
COC(=O)C1C(c2ccccc2)C(C(=O)N2CCN(C)CC2)C1c1ccccc1 (configuration not stated) | i | -8 | i | i | i | i | i | i | i | i | i
O=C(OCc1ccc(COC(=O)c2ccccn2)cc1)c1ccccn1 | i | -11 | i | i | i | i | i | i | i | i | i
CCCCn1c(O)c(N=Nc2ccccn2)c2ccccc21 | i | -6 | i | i | i | i | i | i | i | i | i
COc1ccc(-c2noc(COc3ccccc3OC)n2)cc1OC | i | -11 | i | i | i | i | i | i | i | i | i
O=C(N/N=C/c1ccccc1F)c1cccc2ccccc12 | i | -3 | i | i | i | i | i | i | i | i | i
CCN1CCN(CCNC(=O)c2ccc(CS(=O)(=O)c3c(Cl)cccc3Cl)o2)CC1 | i | · | i | · | i | · | · | · | i | · | i
O=C(Cc1csc(NC(=O)Nc2ccc(Cl)cc2)n1)NCc1cccnc1 | i | -17 | i | i | i | i | i | i | i | i | i
Cn1cc(C(=O)c2ccccc2C(=O)O)cc1C(=O)C(Cl)(Cl)Cl | i | -2 | i | i | i | i | i | i | i | i | i
O=C(c1ccc(CN2CCc3ccccc3C2)cc1)N1CCN(c2ccccc2)CC1 | i | -6 | i | i | i | i | i | i | i | i | i
COc1cccc(NC(=O)CC2S/C(=N\S(=O)(=O)c3ccccc3)N(c3ccccc3)C2=O)c1 (configuration not stated) | i | -6 | i | i | i | i | i | i | i | i | i
COc1ccc(-c2cn3nc(SCC(=O)NC4CCCCC4)ccc3n2)cc1 | i | 5.3* | i | i | i | i | i | i | i | i | i
OCCC1CN(Cc2nc3ccc(F)cc3[nH]2)CCN1C1CCCC1 (configuration not stated) | i | -15 | i | i | i | i | i | i | i | i | i
COc1ccc(CNC(=O)C(c2ccco2)N(Cc2cccs2)C(=O)Cc2cccs2)cc1 (configuration not stated) | i | 1 | i | i | i | i | i | i | i | i | i
C=CCN1C(=O)C2C(C(=O)NC)C3(C)C=CC2(O3)C1C(=O)NCc1ccc(OC)cc1 (configuration not stated) | i | -14 | i | i | i | i | i | i | i | i | i
OCc1nc2ccccc2n1CCCOc1ccccc1 | i | -7 | i | i | i | i | i | i | i | i | i
O=C(NNC(=O)C1COc2ccccc2O1)c1ccccc1 (configuration not stated) | i | -10 | i | i | i | i | i | i | i | i | i
O=C(O)c1ccc(-n2cncn2)c([N+](=O)[O-])c1 | i | -15 | i | i | i | i | i | i | i | i | i
O=C(NN1C(=O)/C(=C/c2ccc(O)c([N+](=O)[O-])c2)SC1=S)c1ccccc1Cl | i | -12 | i | 7* | i | i | i | i | i | i | i
N/C(=N\OC(=O)CC1CCCCC1)c1ccccn1 | i | 4 | i | i | i | i | i | i | i | i | i
CCOc1ccc(-n2c(SCc3cc(=O)oc4cc(C)ccc34)nnc2-c2cccnc2)cc1 | i | -7 | i | i | i | i | i | i | i | i | i
CCOc1ccc(NS(=O)(=O)c2ccc(NC(=O)c3ccccc3C(=O)O)cc2)cc1 | i | -5 | i | i | i | i | i | i | i | i | i
Cn1c(CNC(=O)c2ccco2)nnc1SCC(=O)Nc1c(F)cc(F)cc1Br | i | -3 | i | i | i | i | i | i | i | i | i
Cc1c(NC(=O)Nc2ccc(Cl)c(Cl)c2)sc(=S)n1C | i | -11 | i | 8* | i | i | i | i | i | i | i
Oc1cccc(C(=S)N2CCC(Cc3ccccc3)CC2)c1 | i | -9 | i | i | i | i | i | i | i | i | i
O=C(NCc1nc2ccccc2[nH]1)C1=C[C@@H](c2csc3ccccc23)C[C@@H](OCCCCO)O1 | i | -20 | i | i | i | i | i | i | i | i | i
Cc1nc(Nc2ccc(S(=O)(=O)N3CCCCC3C)cc2)c2nnn(Cc3ccccc3)c2n1 (configuration not stated) | i | -1 | i | i | i | i | i | i | i | i | i
COCCn1c(-c2ccc(OC)cc2)cnc1SCC(=O)Nc1cc(C)on1 | i | -2 | i | i | i | i | i | i | i | i | i
CCOC(=O)c1ccc(NC(=S)Nc2ccccc2)cc1 | i | -14 | i | i | i | i | i | i | i | i | i
CCOc1ccc(N(CC(=O)Nc2cc(C)cc(C)c2)S(C)(=O)=O)cc1 | i | -8 | i | i | i | i | i | i | i | i | i
CC(C)(C)CC(=O)Nc1ccc(-c2cn3cccnc3n2)cc1 | i | -1 | i | i | i | i | i | i | i | i | i
COc1ccc(S(=O)(=O)c2nnn(-c3cccc(Cl)c3)c2N)cc1 | i | -6 | i | i | i | i | i | i | i | i | i
CN(C)c1ccc(NC(=O)Nc2cccc3ccccc23)cc1 | i | -13 | i | i | i | i | i | i | i | i | i
Cc1[nH]c2ccc(C(=O)NC3CCC(C)CC3)cc2c1C (configuration not stated) | i | -8 | i | i | i | i | i | i | i | i | i
Cc1cc(N2CC(C)OC(C)C2)nc2ccccc12 (configuration not stated) | i | -10 | i | i | i | i | i | i | i | i | i
OCC[C@H]1C[C@@H](O)[C@H](O)[C@@]2(Cc3ccccc3CO2)O1 | i | · | i | · | i | · | · | · | i | · | i
Cc1nc2nc(COc3ccccc3)nn2c(C)c1Cl | i | · | i | · | i | · | · | · | i | · | i
Cc1ccc(-c2nn3c(C)nnc3s2)cc1NC(=O)c1ccc(Br)o1 | i | -3 | i | i | i | i | i | i | i | i | i
COC(=O)c1nc2n(n1)C(c1ccc([N+](=O)[O-])cc1)C(C(=O)Nc1ccc(Cl)cc1)=C(C)N2 (configuration not stated) | i | -3 | i | i | i | i | i | i | i | i | i
COC(=O)c1cc2oc(C)cc2n1CC(=O)N1CCCc2ccccc21 | i | -9 | i | i | i | i | i | i | i | i | i
Cn1cnc([N+](=O)[O-])c1Nc1cccc(O)c1 | i | -1 | i | i | i | i | i | i | i | i | i
COc1cc(C)ccc1OCCCON1C(=O)CCC1=O | i | -14 | i | i | i | i | i | i | i | i | i
Cc1cccc(C)c1OCc1n[nH]c(=S)n1-c1ccccc1 | i | -4 | i | i | i | i | i | i | i | i | i
CC(=O)Nc1ccc(S(=O)(=O)N(C)c2ccc(O)cc2)cc1 | i | -2 | i | i | i | i | i | i | i | i | i
O=C(NCCc1ccccc1)c1ccc2[nH]c(=O)c(=O)[nH]c2c1 | i | -6 | i | i | i | i | i | i | i | i | i
CC1CC(C)CN(C(=O)c2cc(-c3ccncc3)nc3ccccc23)C1 (configuration not stated) | i | -20 | i | i | i | i | i | i | i | i | i
Cn1nc(-c2ccc(N3CCOCC3)c(NS(=O)(=O)c3ccccc3)c2)c2ccccc2c1=O | i | -12 | i | i | i | i | i | i | i | i | i
COC(=O)CSc1nc2cc(Cl)ccc2c(=O)n1C1CCCC1 | i | -16 | i | i | i | i | i | i | i | i | i
CCOC(=O)C(CC)/C(C)=N/NC(=O)c1ccc([N+](=O)[O-])cc1 (configuration not stated) | i | -6 | i | i | i | i | i | i | i | i | i
C/C(=N\NC(=O)c1nn(C)cc1Br)c1cccc(NC(=O)C(C)(C)C)c1 | i | -5 | i | i | i | i | i | i | i | i | i

# Going on with the list:
SMILES | MrgX1 PAM | hERG rescue | TMEM16A inh | KCNQ1 block | KCNK3 inh | RGS4 pot | KCNK9 inh | RGS4 block | TMEM16A act | KCNQ1 act | MrgX1 ag
CCC(=O)C1CCCN(C(=O)c2ccc(OC3CCN(C(=O)CCOC)CC3)cc2)C1 (configuration not stated) | i | -9 | i | i | i | i | i | i | i | i | i
Cc1cc(C)nc(SCC(CSc2nc(C)cc(C)n2)C(=O)O)n1 | i | -7 | i | i | i | i | i | i | i | i | i
CCOc1ccc(CN(C(=O)c2oc3ccccc3c2C)C2CCS(=O)(=O)C2)cc1 (configuration not stated) | i | -10 | i | i | i | i | i | i | i | i | i
Cc1ccc(C)c(N2CCN(c3ccc4cc(S(=O)(=O)N5CCCCC5)ccc4n3)CC2)c1 | i | -7 | i | i | i | i | i | i | i | i | i
Cc1ccccc1C(=O)NNC(=O)Cc1cccc2ccccc12 | i | -3 | i | i | i | i | i | i | i | i | i
O=C1CCCCN1CC(=O)N1CCCC(Nc2ccc(F)cc2)C1 (configuration not stated) | i | -8 | i | i | i | i | i | i | i | i | i
O=C(CCc1ccccc1)Nc1cc2c(cc1Cl)OCCO2 | i | -2 | i | i | i | i | i | i | i | i | i
CN(CC(O)COc1c(F)cc(Br)cc1F)C1CCCCC1 (configuration not stated) | i | -8 | i | i | i | i | i | i | i | i | i
COc1ccccc1CNC(=O)COC(=O)c1ccc(NC(N)=O)cc1 | i | -7 | i | i | i | i | i | i | i | i | i
COc1ccc(NC2=NCCC(=O)N2Cc2cccs2)cc1 | i | -14 | i | i | i | i | i | i | i | i | i
CCOC(=O)C1=C(COC(=O)/C=C/c2ccc(OCC)c(OC)c2)NC(=O)NC1C (configuration not stated) | i | -11 | i | i | i | i | i | i | i | i | i
CC(=C/c1ccccc1)/C=N/NC(=O)c1nnn(-c2nonc2N)c1CN1CCC(C)CC1 | i | -10 | i | i | i | i | i | i | i | i | i
COc1ccc(CNc2cc([N+](=O)[O-])ccc2OC)cc1 | i | -11 | i | i | i | i | i | i | i | i | i
O=C(OCC(=O)c1ccc(Cl)s1)c1ccc2ccccc2n1 | i | -3 | i | i | i | i | i | i | i | i | i
O=C(CS(=O)(=O)c1c[nH]c2ccccc12)N1CCCCCC1 | i | -1 | i | i | i | i | i | i | i | i | i
COc1ccc2[nH]c(=O)c(CN(Cc3ccc(C)cc3)Cc3nnnn3CC3CCCO3)cc2c1 (configuration not stated) | i | -7 | i | i | i | i | i | i | i | i | i
COc1ccc(-c2csc(NC(=O)C3CCCO3)n2)cc1 (configuration not stated) | i | -7 | i | i | i | -7* | i | i | i | i | i
O=C(CN1C(=O)/C(=C/c2ccccc2)Sc2ccccc21)NCCCN1CCOCC1 | i | -8 | i | i | i | i | i | i | i | i | i
